AddAB inh: growth inhibition of E. coli expressing H. pylori AddAB, primary screen, AddAB inhibitor project, absorbance; inhibition, % at 11.9 µM; 330,000 compounds, 0.29% hits; AID 435030, 2010; in the data active = inhibition above about 12%;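 also: 0% = vehicle wells of infected cells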
CAL PDZ FP-1: CAL PDZ peptide-binding inhibitors, primary screen, biochemical, fluorescence polarization, Cer-tagged CAL PDZ, HTS; inhibition, % at 20 µM; Golgi-associated PDZ and coiled-coil motif-containing protein (Homo sapiens), Q9HD26; 330,000 compounds, 0.02% hits; AID 504414, 2011; purified CAL PDZ, TMR-peptide fluorescence polarization, 1 h;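 active = highest replicate inhibition of at least 40%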;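 also: plate controls were DMSO neutral control wells for no effect and unlabeled competitor peptide control wells for full effect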
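material = purified tagged CAL PDZ domain construct (CerCALP) | buffer or medium = sodium phosphate/NaCl buffer pH 7.4 with TCEP, IgG, Thesit | reagent = TMR-labelled reporter peptide T*-PRC34 bound in PDZ groove | incubation = 1 h room-temperature incubation prior to read | measured by = fluorescence polarization (mP) | evaluation = percent inhibition from loss of millipolarization | control set = unlabelled peptide and DMSO controls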
MITF act: activators of MITF-driven TRPM1 promoter reporter, primary screen, cell-based, SK-MEL-5, luciferase, single point; activation, % at 12.5 µM; SK-MEL-5 TRPM1-promoter luciferase, 24 h; % of positive control, neutral wells = 0; AID 588334, 2011; 300,000 compounds, 0.75% hits;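 active = mean activation of at least 80% with every replicate also reaching 80%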;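 also: 0% = neutral control wells and 100% = parthenolide positive control wells; values of inactives mirror those of a sister screen read the other way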
phage Ecoli inh: growth loss of phage-infected E. coli, primary screen, RecBCD inhibitor project, absorbance, with phage, HTS; AID 651602, 2012; 360,000 compounds, 0.26% hits; inhibition, % at 11.9 µM; in the data active = inhibition above about 11%
SR-BI DiI-HDL act: activators of SR-BI mediated DiI-HDL uptake, primary screen, ldlA[mSR-BI] CHO cells, DiI fluorescence. 320,000 compounds, 0.096% hits. activation, % at 12.5 µM. 3 h; 100 = double the neutral-control signal. AID 504775, 2011;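 active = mean replicate activation of at least 60% and every replicate at or above 60%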;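 also: 0% = median plate neutral-control signal and 100% = twice that signal; values of inactives mirror those of a sister screen read the other way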
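Material: SR-BI-overexpressing, LDLR-lacking CHO cells | Dosing: Single compound concentration, delivered by pin transfer | Probe or stimulus: Labelled HDL, 10 µg/mL | Signal: Bottom-read cell fluorescence after medium removal, ex 550/em 595 nm | Schedule: 3 h, 37 °C | Evaluation: HDL uptake via cellular fluorescence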
CAL PDZ FP-2: untagged CAL PDZ binding inhibitors, primary screen, biochemical, fluorescence polarization, HTS | AID 602252, 2012 | purified CAL PDZ, TMR-peptide fluorescence polarization, 1 h | 300,000 compounds, 0.92% hits | inhibition, % at 24.9 µM;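 active = mean inhibition of at least 30% with at least half of replicates also reaching 30%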;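 also: 0% = DMSO neutral control and 100% = excess unlabeled competitor peptide PRC23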
SR-BI HDL uptake: inhibitors of SR-BI mediated HDL lipid uptake, primary screen, ldlA[mSR-BI] cells, fluorescence, single point. 320,000 compounds, 0.96% hits. inhibition, % at 12.5 µM. ldlA[mSR-BI] CHO cells, DiI-HDL uptake fluorescence, 3 h;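 active = mean replicate inhibition of at least 70% and a set share of replicates each scoring 70 or more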;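 also: 0% = median of neutral control wells and 100% = median of positive control wells; values of inactives mirror those of a sister screen read the other way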
Target sequence (Q61009 whole entry, looked up): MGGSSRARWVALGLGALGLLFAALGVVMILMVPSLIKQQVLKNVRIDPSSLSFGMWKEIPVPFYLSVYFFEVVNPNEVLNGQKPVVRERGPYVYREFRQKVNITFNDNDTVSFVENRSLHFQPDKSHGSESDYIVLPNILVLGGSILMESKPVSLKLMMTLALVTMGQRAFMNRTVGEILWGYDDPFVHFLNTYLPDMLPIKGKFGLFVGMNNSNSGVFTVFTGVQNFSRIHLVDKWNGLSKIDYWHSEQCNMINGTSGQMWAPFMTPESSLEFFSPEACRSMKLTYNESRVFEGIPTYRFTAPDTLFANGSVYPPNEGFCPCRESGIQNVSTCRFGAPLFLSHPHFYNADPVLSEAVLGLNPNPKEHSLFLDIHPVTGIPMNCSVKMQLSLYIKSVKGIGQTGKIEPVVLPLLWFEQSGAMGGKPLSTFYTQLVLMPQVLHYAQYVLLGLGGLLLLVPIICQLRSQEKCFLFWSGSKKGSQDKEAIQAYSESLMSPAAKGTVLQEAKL
Tat export inh: E. coli Tat export inhibitors, primary screen, MC4100, TorA-mCherry reporter, fluorescence, single point; inhibition, % at 10 µM; 340,000 compounds, 0.036% hits;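 active = mean replicate inhibition at least 50% and at least half of replicates individually reaching 50%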;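 also: exported cargo escapes ClpAP degradation while cytoplasmic cargo is degraded and loses fluorescence; 0% = median of neutral control wells and 100% = median of NaSCN control wells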
E coli growth: E. coli V3065 growth inhibition, primary screen, counter-screen for AddAB inhibitor project, absorbance, OD600; 18 h; inhibition, % at 11.9 µM; 330,000 compounds, 0.27% hits;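 active = inhibition above the campaign's mean inhibition across all tested compounds plus 3 SD, cut at about 9.9% in these data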;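 also: uninfected addAB+ strain grown without phage in ampicillin broth; 0% = DMSO wells and 100% = ciprofloxacin 0.95 µg/ml wells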
Wnt act: Wnt/beta-catenin pathway activators, primary screen, cell-based, plate reader, single point. activation, % at 9.35 µM. 300,000 compounds, 1.2% hits. Wnt/beta-catenin reporter cell assay, activator; in the data active = activation above about 30%, passing the limit was not always enough;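 also: 0% = neutral control wells and 100% = positive control wells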
* hit, by the source's call; / = no result given; & = joins results of further samples. Random draw from the library; any-hit rate near 3.6%.

Compound,AddAB inh,CAL PDZ FP-1,MITF act,phage Ecoli inh,SR-BI DiI-HDL act,CAL PDZ FP-2,SR-BI HDL uptake,Tat export inh,E coli growth,Wnt act
CCCCn1c2nc3ccccc3nc2c2c(=O)n(CCC)cnc21,2.6,-0.4,-7,1.3,-3,-3,3,-1,1.8,-1
CCN(CC)C1=CC(=[N+]2CCCC2)CC(C)(C)C1,2.2,0.6,-46,4.2,15,9,-15,-2,2.8,-3
COc1ccccc1NC(=O)C(=O)N/N=C(\C)CC(=O)Nc1ccccc1C(F)(F)F,1.7,-0.3,13,1.7,-21,44*,21,4,-2.1,-2
COc1cc2sc3ccc(-c4ccc5[nH]ccc5c4)cc3c(=O)c2cc1OC,-0.5,-2.6,130*,1.6,-75,-2,75*,-4,-3.1,12
Cc1ccc(C(=O)NN2CC(O)=C(c3nc(-c4cccc([N+](=O)[O-])c4)cs3)C2=N)cc1,0.7,-0.8,0,0.1,-11,1,11,1,-1.3,-2
O=C(NC(Cc1c[nH]c2ccccc12)C(=O)Nc1ccc(F)c([N+](=O)[O-])c1)c1cccs1 (centres undefined),3.3,-0.9,6,4.4,-2,-6,2,-5,1.2,-25
CCC(C)NC(=S)N1CCN(C(c2ccccc2)c2ccccc2)CC1 (centres undefined),0.5,-0.3,-6,-0.3,-2,-3,2,7,-1.9,/
C/C(=N\NC(=O)C(NC(=O)c1ccccc1)C(C)C)c1ccccc1 (centres undefined),1.6,-1.6,1,1.3,4,0,-4,5,0.0,/
Cc1ccc2c(c1)C1(C(=O)N2)N2CCCC2C(C(=O)c2ccc3ccccc3c2)C12C(=O)Nc1ccccc12 (centres undefined),/,-1.4,16,1.8,-7&-1,-8,7&1,6&-1,/,22
COC(=O)C1=C(C)N(c2ccc(C)c(C)c2)/C(=C/c2ccco2)C1=O,0.5,-2.1,7,/,-56,-3,56,6,0.4,/
COc1ccc(NC(=O)C=C(C)C)cc1Cl,2.4,-2.8,69,2.3,8,-1,-8,-1,-1.3,/
COc1ccccc1NS(=O)(=O)c1cc(N=N/C(C(=O)Nc2ccc(Cl)cc2)=C(/C)O)ccc1C,3.2,-0.9,13,4.0,-7,-4,7,-5,2.4,0
CC(CCc1ccccc1)NCc1ccncc1 (centres undefined),0.0,-2.0,-1,2.7,21,/,-21,0,-0.8,/
COc1ccc(CN2CC(=O)N(c3ccccc3OC)C2=S)cc1OC,-1.1,-1.4,9,2.5,14,-4,-14,-1,0.2,4
CCN(CC(F)(F)C(F)F)S(=O)(=O)c1ccc(NC(=O)OC)cc1,5.5,-2.4,/,3.7,-16,-3,16,-1,0.3,/
Cn1c(CNS(=O)(=O)c2ccc(Br)cc2)n[nH]c1=S,-5.1,-2.1,/,1.2,-1,2,1,7,-2.6,-6
COc1ccc(C2Nc3ccccc3C(=O)N2Cc2ccco2)cc1COc1ccc(F)cc1 (centres undefined),2.2,-1.7,/,3.2,-15,-3,15,1,1.1,2
Nc1nc(NCc2ccccc2)nc(NCCO)c1[N+](=O)[O-],-0.3,-0.9,1,-1.2,7,-1,-7,0,-0.8,-1
Cc1ccccc1C(=O)N1CCC(C(=O)N(C)CCOc2ccccc2)CC1,4.6,-1.0,0,2.8,14,-3,-14,-2,-0.9,1
Cc1ccc2nc(NCCc3ccccc3)c3nncn3c2c1,/,-0.7,/,1.4,-16,-5,16,-6,/,20
S=C(NCCSCc1ccc(Cl)cc1)Nc1ccccc1,4.1,-1.1,6,0.2,-21,3,21,-3,2.0,/
COC(=O)C(/C=N/OCc1ccc([N+](=O)[O-])cc1)NC(=O)c1ccccc1 (centres undefined),-0.6,-0.6,7,1.5,0,-4,0,1,-1.8,/
CCOC(=O)C1=C(C)Nc2sc(C(=O)c3ccc(F)cc3)c(N)c2C1c1ccc(C(=O)OC)cc1 (centres undefined),-0.2,0.0,-6,0.7,-59,2,59,-2,1.5,0
CC(=O)c1[nH]c(C)c(C(=O)N2CCCC(Nc3cccc(F)c3)C2)c1C (centres undefined),2.5,-3.5,-9,2.5,4,/,-4,3,-1.9,-2
COc1cc(OC)cc(C(=O)NC(=S)NNC(=O)Cc2cccs2)c1,0.3,-3.1,-7,-2.6,0,-2,0,-13,-0.3,1
CNS(=O)(=O)c1cnccc1N1CCN(c2cccc(C)c2)CC1,2.1,-1.3,6,2.5,13,-2,-13,1,-0.4,/
Cc1ccc(C)c(NC(=O)CSc2nc3nc(-c4cccs4)cc(C(F)(F)F)c3c(=O)[nH]2)c1,0.1,-1.7,-8,-1.0,-3,-7,3,4,-1.9,-3
Nc1ccc(C(=O)Nc2cccc(NC(=O)c3ccc(N)cc3)c2)cc1,2.5,/,-17,1.6,-6,-4,6,-8,-1.6,13
O=C(COC(=O)c1ccccc1[N+](=O)[O-])Nc1cc(S(=O)(=O)N2CCOCC2)ccc1N1CCCC1,2.2,0.4,-5,0.6,-14,-5,14,4,1.6,0
Cc1ccc(S(=O)(=O)N2CCN(C(=O)CSc3nc4ccccc4c(=O)[nH]3)CC2)c(C)c1,1.8,0.4,-10,2.3,-1,-2,1,6,0.2,-9
Cc1c(C(=O)N(Cc2ccco2)Cc2cccs2)oc2ccccc12,0.8,-1.1,-20,0.1,9,-1,-9,1,-0.2,5
Cc1[nH]c(=S)c(C#N)c(-c2ccccc2)c1C(=O)Nc1ccccc1,-1.8,-0.8,-9,-0.5,8,-7,-8,-3,-2.5,0
Cc1ccc(-n2ccnc(SCC(=O)NC3CCCC3)c2=O)cc1F,1.2,-2.2,8,3.3,-9,-3,9,-3,-2.4,-2
Cc1ccc(S(=O)(=O)NCC(C)n2nc(C)nc2C)cc1 (centres undefined),0.2,-1.9,1,0.2,/,-7,/,-2,0.3,-1
Cc1ccccc1C(=O)Nc1ccc(Br)c(C)n1,0.1,-0.7,/,2.1,-38,-3,38,0,0.2,2
COCCCNCCOCCOc1ccc(C)cc1[N+](=O)[O-],0.5,-0.9,/,0.4,/,-3,/,-1,-3.1,/
N#C/C(=C/c1ccc(C(=O)O)cc1)C(=O)NCc1ccccc1,0.7,-0.5,1,2.8,24,/,-24,-19,-1.8,-4
O=C(CSc1ncnc2ccccc12)N1CCCC1,1.3,-2.1,40,3.9,/,/,/,6,-1.0,6
O=C(CN1C(=O)c2ccccc2S1(=O)=O)N1CCc2ccccc2C1,3.5,0.1,-2,2.1,41,-2,-41,1,-2.0,3
COc1ccc2c(C)cc(C)nc2n1,0.9,-1.1,1,-1.4,6,-4,-6,-5,-0.7,2
CCCN1C/C(=C/c2ccc3c(c2)OCO3)C(=O)/C(=C/c2ccc3c(c2)OCO3)C1,6.4,-0.2,-84,2.7,-7,-4,7,-1,3.1,2
Cc1ccc(N(CC(=O)O)C2SC(=O)NC2=O)cc1 (centres undefined),1.6,0.2,9,0.5,-1,-1,1,-8,-1.6,/
COc1ccc(NC(=O)C2CCCN(C(=O)c3ccc(Cl)cc3)C2)cc1S(=O)(=O)N(C)C (centres undefined),-2.5,-0.7,7,1.9,-60,4,60,-2,0.5,-2
COc1cccc(NC(=O)C2CC(=O)N=C(N)S2)c1 (centres undefined),1.9,-0.5,/,3.0,24,/,-24,1,-0.6,/
O=C(COC(=O)c1cc(=O)[nH]c2ccccc12)Nc1nc(-c2cccc(Br)c2)cs1,0.3,-0.5,35,4.7,-37,-1,37,-2,0.2,5
CC(=O)OCC(=O)C1(O)CCC2C3CCC4C(OC(C)=O)C(=O)CCC4(C)C3C(=O)CC21C (centres undefined),/,-0.4,3,0.0,10,-8,-10,-2,/,0
CCOCCCNC(=S)N(CCN(C)C)Cc1cc2cc3c(cc2[nH]c1=O)OCCO3,2.9,-0.1,-6,1.2,-10,-2,10,0,-1.9,0
COc1ncnc(OC)c1S(=O)(=O)Nc1ccc(C(F)(F)F)cc1,0.2,-0.3,7,0.1,10,-3,-10,-9,1.4,-1
CN1C(=O)/C(=C/c2ccccc2F)Sc2ccc(C(=O)N3CCCC3)cc21,2.3,-2.1,-12,-0.5,-22,-3,22,-7,-0.9,3
O=[N+]([O-])c1cccc(-c2nnn(C34CC5CC(CC(C5)C3)C4)n2)c1,5.9,-0.6,71,4.0,-3,-3,3,-4,0.7,/

(further entries)
Compound,AddAB inh,CAL PDZ FP-1,MITF act,phage Ecoli inh,SR-BI DiI-HDL act,CAL PDZ FP-2,SR-BI HDL uptake,Tat export inh,E coli growth,Wnt act
Cn1c(=O)c2cc(S(=O)(=O)NC(C(=O)N3CCCCCC3)c3ccccc3)ccc2n(C)c1=O (centres undefined),2.6,-2.4,-4,0.2,9,/,-9,-18,1.8,-2
CC(=O)Nc1ccccc1C(F)(F)F,-0.8,0.2,/,1.9,7,-4,-7,-2,-0.9,2
O=C(CNC(=O)c1ccc(Cl)cc1)OCn1nnc2ccccc2c1=O,-2.2,-1.6,6,1.3,18,0,-18,-5,-0.2,-1
CCC(=O)c1cn(CC(=O)Nc2ccc(OC)cc2)c2ccccc12,13*,0.4,/,11*,2,/,-2,-10,14*,2
O=C(c1ccc(CS(=O)(=O)c2cccc(C(F)(F)F)c2)o1)N1CCN(c2ccccn2)CC1,3.0,-0.4,-4,1.1,-32,-1,32,1,-1.8,-5
S=C(N/N=C/c1ccc2ncccc2c1)Nc1cccnc1,0.6,-3.8,-30,3.6,-2,-3,2,3,-0.5,-4
CCCCOC(=O)CSc1nnc(-c2ccc(Cl)cc2Cl)o1,0.9,-1.7,-11,1.6,23,-2,-23,7,0.1,/
O=C(CCNC(=O)c1ccc(Br)cc1)Nc1cccc(S(=O)(=O)N2CCCCCC2)c1,3.2,-3.0,-14,2.9,-47,0,47,5,4.7,-3
COc1ccc(NC(=O)c2[nH]c(C)c(C(C)=O)c2C)cc1,5.1,-2.5,13,1.2,-35,1,35,1,-0.8,7
CC(=O)N1c2ccccc2C2CCCC[C@H]21 (some centres undefined),2.6,-1.1,-1,3.7,7,11,-7,3,-0.4,1
O=C(c1cccc(Cl)c1)N1CCC(C(=O)N2CCN(Cc3ccccc3)CC2)CC1,2.8,-0.1,-1,1.4,-27,45*,27,2,0.6,-1

High-throughput results: PubChem BioAssay, several laboratories
